PRMT1 FP inh – inhibitors of human PRMT1 | recombinant PRMT1, activity-based probe fluorescence polarization | inhibition, % at 2.79 µM | hit rate 1.3% among 370,000 | Q99873;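 active = inhibition above about 21% made by adding two undisclosed values, limit read from the data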
PG9 binder – binds the HIV-1 gp120 antibody PG9; TR-FRET gp120-PG9 antibody binding; inhibition, % at 6.7 µM; hit rate 0.43% among 360,000; in the data active = inhibition above about 8.5%
NR1D1 modulator – modulates human Rev-erb alpha binding to DNA. P20393. Rev-erbα–FITC-DNA binding, fluorescence polarization, 90 min. activity, % at 10 µM. hit rate 0.79% among 370,000. AID 1259318;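 active = activity above about 14%, limit read from the data; passing the limit was not always enough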;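 note: 0% = DMSO wells with 35 nM protein and 100% = DMSO wells with 750 nM protein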
Target sequence (P20393 whole entry, looked up): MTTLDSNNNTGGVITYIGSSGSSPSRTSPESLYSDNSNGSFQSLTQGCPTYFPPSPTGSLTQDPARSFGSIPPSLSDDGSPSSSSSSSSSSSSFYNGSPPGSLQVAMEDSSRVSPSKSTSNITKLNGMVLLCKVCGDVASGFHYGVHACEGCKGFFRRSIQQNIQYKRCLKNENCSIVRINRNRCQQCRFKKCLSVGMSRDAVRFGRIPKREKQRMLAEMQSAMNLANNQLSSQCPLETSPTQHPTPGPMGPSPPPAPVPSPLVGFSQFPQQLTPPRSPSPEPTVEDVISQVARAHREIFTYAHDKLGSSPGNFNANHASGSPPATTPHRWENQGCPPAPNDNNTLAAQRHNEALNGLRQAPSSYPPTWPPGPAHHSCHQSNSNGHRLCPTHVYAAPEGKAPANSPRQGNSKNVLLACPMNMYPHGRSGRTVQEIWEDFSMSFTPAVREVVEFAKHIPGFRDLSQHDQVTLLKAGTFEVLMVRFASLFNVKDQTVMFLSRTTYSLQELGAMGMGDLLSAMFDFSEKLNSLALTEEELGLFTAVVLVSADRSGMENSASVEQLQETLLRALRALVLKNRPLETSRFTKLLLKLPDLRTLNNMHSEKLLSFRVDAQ
rCAG RNA binder – binds r(CAG) RNA repeats | inhibition, % at 3 µM | hit rate 1.3% among 370,000 | r(CAG) RNA repeat, TO-PRO-1 dye displacement fluorescence;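 active = inhibition above the plate cutoff, the mean of all test compounds on that plate plus 3 SD, cut at about 35% in these data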;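 note: 0% = DMSO alone and 100% = 100 µM mitoxantrone as full dye displacement; higher means more dye released from RNA so lower well fluorescence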
UHRF1 binding – blocks human UHRF1 binding to methylated DNA | inhibition, % at 4.4 µM | UHRF1 binding to methylated oligo, TR-FRET | Q96T88 | hit rate 0.75% among 370,000 | AID 687016; in the data active = inhibition above about 21%;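 note: UHRF1 SRA domain binding a hemimethylated CpG hairpin DNA probe; 0% = median of test compound wells and 100% = reference inhibitor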
LEDGF integ inh – blocks HIV-1 LEDGF/p75-dependent DNA integration; TR-FRET IN-LEDGF/p75 DNA integration, Eu/Cy5; AID 743269; inhibition, % at 3.7 µM; hit rate 0.64% among 370,000;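 active = inhibition above the screen-wide mean plus 3 SD, cut at about 13% in these data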;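 note: signal is the Cy5 over europium emission ratio at 671 and 618 nm; 0% = plate median of compound wells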
mABHD4 FP – ABHD4 (mouse) inhibition, primary FP screen | Q8VD66 | purified mABHD4, FP-Rh probe fluorescence polarization | inhibition, % at 8.92 µM | hit rate 0.54% among 370,000;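 active = inhibition exceeding the mean over every tested compound plus 3 SD, cut at about 30% in these data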;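 note: 0% = plate median of compound wells and 100% = S159A mutant with DMSO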
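Test system: mouse ABHD4 enzyme, wild type. Reagent: FP-Rh fluorescent activity-based probe, added after compound pre-incubation. Timing: pre-incubation 45 min, probe exposure 60 min, at 25 °C. Technique: FP readout, ex 525 nm / em 598 nm. Benchmarks: high control S159A mutant with DMSO, low control median of compound wells.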
TCR CD3 inh – human TCR-CD3 binding inhibition | TAMRA-labeled TCR probe fluorescence, biochemical | inhibition, % at 9.4 µM | hit rate 0.37% among 360,000; in the data active = inhibition above about 19%;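 note: recombinant mutant TCR 2C K166C tagged with TAMRA read by polarization; 0% = receptor in buffer alone and 100% = receptor with positive control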
HTRA1 inh – inhibitors of human serine peptidase HTRA1. Q92743. recombinant HTRA1, FP-rhodamine activity-based probe, fluorescence polarization. inhibition, % at 5.96 µM. hit rate 0.5% among 340,000; in the data active = inhibition above about 36%;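 note: 0% = enzyme with DMSO and 100% = wells lacking enzyme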
Target sequence (Q92743 whole entry, looked up): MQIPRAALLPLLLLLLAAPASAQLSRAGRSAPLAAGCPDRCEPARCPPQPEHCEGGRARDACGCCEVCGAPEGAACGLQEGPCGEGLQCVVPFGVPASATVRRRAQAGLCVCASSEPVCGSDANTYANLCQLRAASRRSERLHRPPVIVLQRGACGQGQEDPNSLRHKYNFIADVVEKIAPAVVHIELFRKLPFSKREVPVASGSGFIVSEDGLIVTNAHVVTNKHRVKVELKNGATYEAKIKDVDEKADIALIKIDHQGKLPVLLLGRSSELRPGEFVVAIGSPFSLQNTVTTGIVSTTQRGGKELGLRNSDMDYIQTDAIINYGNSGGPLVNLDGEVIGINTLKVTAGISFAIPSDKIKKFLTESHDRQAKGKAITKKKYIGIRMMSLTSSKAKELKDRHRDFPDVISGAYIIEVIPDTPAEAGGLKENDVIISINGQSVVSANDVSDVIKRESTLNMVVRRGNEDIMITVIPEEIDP
MBD2 inh – MBD2-methylated oligo binding inhibition; AID 686964; TR-FRET, MBD2 binding to methylated oligonucleotide; hit rate 0.31% among 370,000; inhibition, % at 4.4 µM; Q9UBB5; in the data active = inhibition above about 13%
* hit, by the source's call; · = no result given. Only part of the results is shown, so the mix of outcomes need not match the whole.

mol,UHRF1 binding,PRMT1 FP inh,rCAG RNA binder,PG9 binder,MBD2 inh,TCR CD3 inh,LEDGF integ inh,mABHD4 FP,HTRA1 inh,NR1D1 modulator
CC(Sc1nnc2c(n1)C1CCC2(C)C1(C)C)C(=O)Nc1ccccc1 (configuration not stated),6.0,3.9,-1.0,-1.2,0.8,1.8,-0.1,2.8,-4.9,1.4
CCCCN(C)CCCNC(=O)/C=C1\Sc2ccccc2NC1=O,-3.0,5.0,-2.0,-1.2,3.6,-10.6,2.4,-1.3,-0.6,4.2
COc1ccccc1CNC(=O)C1CCN(S(=O)(=O)c2ccc3c(c2)CC(C)N3C(=O)C2CC2)CC1 (configuration not stated),0.2,0.5,2.5,-2.0,6.9,6.4,1.9,3.0,-6.6,-2.4
Cn1nnnc1SCC(=O)N1c2ccccc2Sc2ccc(Cl)cc21,8.9,-2.6,-5.7,-1.8,2.1,5.7,-4.3,-5.0,-15.0,3.9
Cc1cc2nsnc2c(S(=O)(=O)N2CCN(C)CC2)c1C,-0.3,2.5,-0.1,1.2,-6.1,5.9,-1.6,7.4,5.3,-1.7
Cc1cnc(=O)[nH]c1SCc1cccc(C(F)(F)F)c1,0.4,-3.5,-0.3,-1.0,-0.4,6.9,-0.9,-3.5,-4.8,1.4
COc1ccc(NC(=O)Cc2nnc(SCC(=O)NC3=NCCS3)n2C)cc1,-1.4,1.5,-1.8,-0.2,8.4,-4.6,2.1,4.5,-4.8,-1.8
O=C(CSCC(=O)NCc1ccco1)NCc1ccco1,-1.9,-5.4,-0.9,2.7,-3.5,-5.4,1.3,2.8,1.5,0.4
O=C(NCC1CCCO1)c1ccc(Cl)c(S(=O)(=O)N2CCOCC2)c1 (configuration not stated),0.0,0.5,-1.7,1.8,-5.6,-5.7,-0.2,1.7,-2.6,-5.8
O=C(O)CCC(=O)N1N=C(c2c(-c3ccccc3)c3cc(Cl)ccc3[nH]c2=O)CC1c1ccco1 (configuration not stated),-1.2,-1.6,19.0,-1.2,1.0,5.4,2.8,5.4,-6.2,-5.7

An excerpt from above in order of formula weight, smallest number first.
mol,UHRF1 binding,PRMT1 FP inh,rCAG RNA binder,PG9 binder,MBD2 inh,TCR CD3 inh,LEDGF integ inh,mABHD4 FP,HTRA1 inh,NR1D1 modulator
Cc1cc2nsnc2c(S(=O)(=O)N2CCN(C)CC2)c1C,-0.3,2.5,-0.1,1.2,-6.1,5.9,-1.6,7.4,5.3,-1.7
COc1ccc(NC(=O)Cc2nnc(SCC(=O)NC3=NCCS3)n2C)cc1,-1.4,1.5,-1.8,-0.2,8.4,-4.6,2.1,4.5,-4.8,-1.8
O=C(O)CCC(=O)N1N=C(c2c(-c3ccccc3)c3cc(Cl)ccc3[nH]c2=O)CC1c1ccco1 (configuration not stated),-1.2,-1.6,19.0,-1.2,1.0,5.4,2.8,5.4,-6.2,-5.7

Additional entries follow:
mol,UHRF1 binding,PRMT1 FP inh,rCAG RNA binder,PG9 binder,MBD2 inh,TCR CD3 inh,LEDGF integ inh,mABHD4 FP,HTRA1 inh,NR1D1 modulator
Cc1cc(C)cc(C(=O)NC(CC(N)=O)c2ccc(N3CCC(Br)CC3)c([N+](=O)[O-])c2)c1 (configuration not stated),5.8,2.1,11.8,-0.8,-3.3,2.6,-1.2,8.9,-8.1,3.9
CCCn1c(SCc2nc3ccccc3s2)n[nH]c1=O,-1.0,-0.6,0.7,-1.4,0.5,11.3,2.9,2.1,2.2,-6.3
CN1CCN(S(=O)(=O)c2ccc(N(C)Cc3ccc(OC(F)F)cc3)c([N+](=O)[O-])c2)CC1,3.8,2.0,-1.4,-1.1,1.5,-8.2,-2.0,-3.6,-4.6,10.2
CC1CN(C(=O)CCC(=O)NCc2ccc(F)cc2)c2ccccc2S1 (configuration not stated),-0.3,4.0,-0.9,-1.6,4.7,-3.5,4.8,-1.5,-0.5,5.5
COc1ccc(NC(=O)NC23CC4CC(CC(C4)C2)C3)cc1OC,-2.9,-1.7,-1.4,-1.1,-0.8,0.0,1.6,6.5,8.3,5.2
COc1ccc(N2CCN(CNC(=O)c3ccccc3)CC2)cc1,-0.3,-2.1,-4.2,-3.1,0.4,1.0,0.1,-3.7,4.1,-2.4
CC1(C)CCC[C@]2(C)[C@H]3CC(=O)O[C@]3(C)CC[C@@H]12,-0.2,4.9,-5.5,1.5,0.8,-5.9,-0.4,-0.6,-5.7,1.1
O=C(CSc1ccccc1)Nc1ccc(S(=O)(=O)Nc2ncccn2)cc1,3.9,4.6,2.5,1.8,1.1,-4.3,-7.2,-2.2,6.9,-2.6
CN(C(=O)c1ccc2c(c1)OCO2)C1(C(=O)NC2CCCCC2)CCCCC1,0.5,-2.1,-7.0,-0.6,3.5,-7.2,1.1,3.6,-0.8,-0.8
COc1ccc(NC(=S)N(CCN2CCOCC2)C2CCN(C(C)=O)CC2)cc1Cl,-2.0,-9.2,-2.9,-1.2,7.0,3.8,3.2,-3.3,-2.7,-5.9
COc1ccc(NC(=O)CSc2nnc(N)s2)cc1,2.2,0.7,1.6,0.4,2.6,-4.4,-3.8,-4.5,0.6,4.0
COc1cc(C2NC(=S)NC(c3ccccc3)=C2C(C)=O)cc(Br)c1OCC(N)=O (configuration not stated),1.4,4.7,3.6,-2.0,2.5,5.2,1.5,-0.8,2.3,-7.8
COC(=O)c1cc2c(c3c4cc(F)ccc4n(S(=O)(=O)c4ccc(C)cc4)c13)C(=O)N(Cc1ccc(C(F)(F)F)cc1)C2,-1.3,0.3,7.5,1.1,-4.0,4.1,-2.4,8.0,·,7.0
COc1ccc(NC(=O)CN2C(=O)COc3ccc(S(=O)(=O)N4CCCCC4)cc32)cc1OC,6.5,10.1,4.0,0.4,7.6,-8.9,-10.3,-2.3,-0.8,-0.6
Cc1cc(C)c2nc(C)cc(Nc3ccc(C(=O)N4CCOCC4)cc3)c2c1,2.5,0.3,1.4,0.9,-6.0,3.1,3.6,-1.4,3.9,3.4
N=c1c2c(n(Cc3ccc([N+](=O)[O-])cc3)c3c1CCC3)CCCC2,-0.7,-0.1,0.4,0.6,-4.9,5.5,4.3,-0.1,2.6,-5.0
O=C(Nc1ccccc1)Nc1nc2ccccc2s1,2.1,-4.1,41.3*,0.3,0.6,3.5,-1.1,-10.9,-16.6,-4.9
CSc1nc(-c2ccco2)nn1C(=O)c1ccc(C)cc1,-3.2,7.1,3.1,-0.7,2.4,3.8,-1.7,-1.1,0.8,-6.4
CCCCCCCCN1C(=O)[C@H](CC(=O)NCc2cccs2)C[C@@]2(C(=O)OCC)CCCC=C12,-0.7,3.9,2.8,-1.6,6.2,3.4,-1.9,-8.9,·,1.6
Cc1nc(SCC(=O)Nc2cc(Cl)ccc2[N+](=O)[O-])nc(C)c1C,-0.9,-1.2,1.2,-1.3,0.7,5.4,-3.3,1.9,1.0,3.5
CNc1ccccc1C(=O)OCC(=O)N1CCc2ccccc2C1,-1.6,2.4,0.3,-0.9,-1.7,-1.1,-0.9,5.7,-1.2,-5.5
CCOC(=O)c1cc(NC(=O)c2ccccc2)c(=O)oc1C(F)(F)F,0.9,4.8,-0.5,0.6,1.8,-7.1,-2.4,-0.6,2.5,-5.9
O=C(c1ccc2c(=O)n3c(nc2c1)CCCCC3)N1CCN(c2ccccc2)CC1,-0.5,-0.7,-2.9,-1.6,1.6,3.0,2.5,2.2,1.2,-3.4
Cn1c(=O)c2c(nc(NN=C3CCCC3)n2C)n(C)c1=O,2.1,3.8,5.0,-12.0,-1.4,1.9,19.2*,2.2,6.8,-1.6
Cc1ccc(N2CCN(C(=O)c3ccccc3)CC2)c(C)c1,3.9,-0.5,-1.2,-1.3,-1.4,-10.3,5.8,-4.6,1.8,-5.3
CNc1ccc(-c2cccc(C(=O)N3CCOCC3)c2)cn1,2.6,-2.1,0.1,-2.1,-2.9,0.8,0.1,0.3,·,-2.6
C/C(=C\C(=O)c1ccc(C)cc1)NCc1ccc(F)cc1,7.1,0.1,-2.3,-2.0,1.9,10.2,0.2,10.0,-11.0,3.4
CCC(CO)Oc1cc(NCc2ccc(O)cc2)c2ncn(C(C)C)c2c1 (configuration not stated),-5.6,-0.1,0.0,-2.5,-3.0,7.6,1.8,2.2,11.8,0.6
O=C(CSC(=S)N1CCSCC1)c1ccc(Cl)cc1,2.5,-2.0,0.7,0.3,-0.7,0.0,4.7,-1.2,-14.7,-1.4
CSc1nnc(-c2ccccc2N=Cc2c(C)[nH]n(-c3ccc4ccccc4c3)c2=O)c(=O)[nH]1,-20.2,0.0,67.7*,0.2,-15.5,-1.1,0.8,-0.8,-15.9,-1.0
Cc1cc(C)cc(C(=O)N(CCc2ccccc2)C2CC3CCC(C2)N3C)c1 (configuration not stated),-1.6,-3.6,-4.8,-1.4,1.2,-0.2,-0.5,-1.9,3.8,-0.8
CC1C(=O)N2CCCc3cc(S(=O)(=O)N4CCN(c5cccc(Cl)c5)CC4)cc1c32 (configuration not stated),-0.9,1.7,7.5,1.0,4.6,-1.7,3.1,-9.4,-11.1,3.2
CC(O)C(O)C(O)C(O)C1NCCS1 (configuration not stated),-7.4,19.8,3.6,-3.3,-8.4,3.6,8.6,0.2,5.1,-5.5
Cc1ccccc1NS(=O)(=O)c1ccc2c(c1)CCC(=O)N2,-2.0,-6.9,4.9,0.6,0.2,-6.5,6.2,0.8,·,0.8
O=C(Nc1ncccc1O)c1ccc(S(=O)(=O)Nc2ccccc2)cc1,-0.1,0.5,3.0,-0.8,-1.1,7.0,2.5,1.2,-3.8,-3.3
Brc1ccc(OCc2nc3ccccc3[nH]2)cc1,-4.8,0.4,4.0,1.6,-0.6,-7.0,-1.9,-9.3,-6.7,-2.2
COc1cc(C(=O)N2CCN(S(=O)(=O)c3ccc(F)cc3)CC2)cc(OC)c1OC,3.3,1.6,-2.9,-0.7,1.6,1.4,2.6,-0.7,6.2,3.5
O=C(Nc1cccc2c1CCCC2)c1cccc(F)c1,2.6,2.2,1.5,-1.3,-0.1,-1.1,-5.4,-12.9,-2.9,-5.5
CSCCC(NS(=O)(=O)c1ccccc1F)C(=O)NNC(=O)c1csc(N2CCOCC2)n1 (configuration not stated),0.1,-2.2,1.7,-1.2,1.8,-2.9,-4.2,0.7,0.2,1.6
COc1cc2c(cc1OC)-c1cc(OCCN3CCOCC3)nc(=O)n1CC2,1.9,0.4,-3.3,0.0,1.6,-3.8,-3.4,0.3,0.4,-0.7
Clc1ccc2[nH]c3c(NCCCN4CCOCC4)ncnc3c2c1,2.3,0.2,7.0,-0.1,5.1,-1.1,-6.4,17.8,-6.4,4.7
O=C(CNc1cccc(Cl)c1)c1ccc(Br)cc1,0.1,-0.4,1.9,-1.4,-1.1,7.2,-0.6,4.0,-8.2,-6.6
Cc1ccc(S(=O)(=O)NC(CC(C)C)C(=O)NCC(C)(C)N2CCOCC2)cc1 (configuration not stated),-0.2,1.3,-8.8,1.0,0.9,-4.7,-3.7,4.2,1.6,-1.9
CCN(CC)S(=O)(=O)c1ccc(NS(=O)(=O)CC23CCC(CC2=O)C3(C)C)cc1 (configuration not stated),0.0,-3.0,11.8,1.1,3.9,6.2,-1.6,6.9,2.6,6.3
COc1ccc(C(=O)NC(=S)Nc2ccc(NC(=O)c3ccco3)cc2)cc1[N+](=O)[O-],1.6,-1.4,-0.1,-2.0,-4.7,-9.5,-0.1,-12.1,-9.4,-18.9
CCN(c1ccccc1)S(=O)(=O)c1ccc(Oc2ccccc2C(C)=O)nc1,-0.8,-0.7,5.9,-1.7,2.0,-0.6,0.1,1.5,-10.5,-2.6
COc1ccc(S(=O)(=O)Nc2cccc(S(=O)(=O)N3CCCCC3)c2)cc1,4.2,-1.4,11.7,-2.9,0.8,1.4,1.3,4.6,-3.5,1.9
